A3A deaminase: APOBEC3A ssDNA deaminase inhibitors, primary screen, selectivity assay for APOBEC3G inhibitor project, biochemical, FAM/TAMRA oligo cleavage fluorescence. DNA dC->dU-editing enzyme APOBEC-3A (Homo sapiens), P31941. recombinant A3A, FAM/TAMRA ssDNA deamination fluorescence. inhibition, % at 20 µM. hit rate 0.41% among 330,000. AID 493011, 2011;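 active = at least 40% inhibition at 20 µM here, with at most 30% in a related deaminase screen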;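 also: plate controls were A3A with DMSO for no effect and wells lacking A3A enzyme for full effect; some results filed as inactive read as strong as hits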
Target sequence (P31941 whole entry, looked up): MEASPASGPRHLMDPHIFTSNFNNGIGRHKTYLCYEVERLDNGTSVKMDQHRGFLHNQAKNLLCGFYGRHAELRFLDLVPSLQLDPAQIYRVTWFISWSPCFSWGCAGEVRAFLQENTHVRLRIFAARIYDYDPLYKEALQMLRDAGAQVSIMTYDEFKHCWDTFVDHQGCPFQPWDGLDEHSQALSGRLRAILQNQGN
MPTP block: mitochondrial permeability transition pore inhibitors, primary screen, biochemical, isolated mouse mitochondria, absorbance; inhibition, % at 10 µM; hit rate 1.4% among 360,000; Ca2+ swelling absorbance, 30 min;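 active = inhibition of 50% or more, scaled per plate between neutral and stimulator controls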;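 also: 0% = DMSO wells given calcium and 100% = 1 mM EGTA wells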
hIAP act: human IAP activators, primary screen, biochemical, luminescence, uHTS; Intestinal-type alkaline phosphatase (Homo sapiens), P09923; purified human IAP, CDP-Star luminescence, 30 min; hits give high values; 1 = vehicle-only enzyme, 0 = enzyme-free background; activation factor at 10 µM; hit rate 0.16% among 330,000; AID 2524, 2010;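 active = activation factor of the enzyme at least 2-fold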; also: the source names both 10 and 20 µM as test concentration; values of inactives mirror those of a sister screen read the other way
ATG4B inh: ATG4B protease inhibitors, primary screen, biochemical, fluorescence, uHTS | Cysteine protease ATG4B (Homo sapiens), Q9Y4P1 | ATG4B cleavage of LC3-PLA2, NBD-HPC fluorescence, 1 h | inhibition, % at 8.33 µM | hit rate 0.51% among 340,000 | AID 504462, 2011; in the data active = inhibition above about 40%
Target sequence (Q9Y4P1 whole entry, looked up): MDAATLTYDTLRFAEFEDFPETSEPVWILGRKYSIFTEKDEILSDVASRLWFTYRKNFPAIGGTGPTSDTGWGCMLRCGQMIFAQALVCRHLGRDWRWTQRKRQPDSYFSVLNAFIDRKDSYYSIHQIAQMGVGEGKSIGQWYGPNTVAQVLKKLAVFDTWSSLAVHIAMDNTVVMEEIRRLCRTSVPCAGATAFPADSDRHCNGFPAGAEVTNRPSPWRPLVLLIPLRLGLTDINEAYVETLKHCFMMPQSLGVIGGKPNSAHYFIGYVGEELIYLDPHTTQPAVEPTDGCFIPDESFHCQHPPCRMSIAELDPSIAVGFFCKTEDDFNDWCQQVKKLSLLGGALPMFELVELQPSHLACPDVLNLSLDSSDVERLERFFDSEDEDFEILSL
APOBEC3G inh: APOBEC3G DNA deaminase inhibitors, primary screen, biochemical, fluorescence, single-stranded DNA substrate, uHTS; DNA dC->dU-editing enzyme APOBEC-3G (Homo sapiens), Q9HC16; recombinant A3G, ssDNA deamination FAM/TAMRA fluorescence; inhibition, % at 20 µM; hit rate 0.28% among 330,000; AID 493012, 2011;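 active = inhibition of at least 40% at 20 µM, with no more than 30% in the related APOBEC3A deaminase screen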;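 also: plate controls were DMSO wells with A3G for no effect and wells lacking A3G enzyme for full effect; some compounds called inactive have numbers as strong as hits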
Target sequence (Q9HC16 whole entry, looked up): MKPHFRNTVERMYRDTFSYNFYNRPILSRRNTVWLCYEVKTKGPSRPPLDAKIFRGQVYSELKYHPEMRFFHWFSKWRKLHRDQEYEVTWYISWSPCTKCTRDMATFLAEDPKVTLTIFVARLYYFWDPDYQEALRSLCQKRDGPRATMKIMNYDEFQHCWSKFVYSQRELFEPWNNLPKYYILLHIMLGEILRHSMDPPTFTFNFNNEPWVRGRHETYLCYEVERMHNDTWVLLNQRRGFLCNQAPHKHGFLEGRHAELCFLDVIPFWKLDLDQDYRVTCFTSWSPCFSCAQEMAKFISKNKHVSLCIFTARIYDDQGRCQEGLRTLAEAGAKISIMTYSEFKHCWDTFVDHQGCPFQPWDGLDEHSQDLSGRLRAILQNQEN
hIAP block: human IAP inhibitors, primary screen, biochemical, luminescence, uHTS | Intestinal-type alkaline phosphatase (Homo sapiens), P09923 | inhibition, % at 10 µM | hit rate 0.12% among 330,000 | purified IAP, CDP-Star luminescence, 30 min;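 active = inhibition reaching a set limit with compound at 10 µM in the primary screen, cut at about 35% in these data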;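 also: plate controls were DMSO wells with enzyme for no effect and no-enzyme buffer wells for full effect; values of inactives mirror those of a sister screen read the other way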
mIAP inh: inhibitors of mouse IAP, primary screen, biochemical, luminescence, uHTS; intestinal alkaline phosphatase [Mus musculus]; purified mouse IAP, CDP-Star luminescence, 30 min; inhibition, % at 10 µM; hit rate 0.2% among 330,000;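 active = inhibition of at least 40% at 10 µM in the primary screen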;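 also: plate controls were DMSO with enzyme for no effect and no enzyme wells for full effect; values of inactives mirror those of a sister screen read the other way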
mIAP act: activators of mouse IAP, primary screen, biochemical, luminescence, uHTS; hit rate 0.24% among 330,000; AID 2805, 2010; activation factor at 10 µM; muIAP, CDP-Star luminescence, 30 min; hits give high values; 1 = vehicle-only enzyme signal, 0 = enzyme-free wells; intestinal alkaline phosphatase [Mus musculus];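 active = activation factor of at least 2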; also: the source names both 10 and 20 µM as test concentration; values of inactives mirror those of a sister screen read the other way
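System: mouse IAP enzyme. Reagent: CDP-Star chemiluminescent phosphatase substrate. Benchmarks: DMSO wells, no-enzyme wells. Times: 30 min enzyme-substrate-compound incubation at room temperature. Detection: luminescence from enzymatic CDP-Star hydrolysis. Doses: test compounds delivered from DMSO solution.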
beta cell repl: inducers of MIN6 beta-cell proliferation, primary screen, ATP luminescence, uHTS | proliferation, % at 10 µM | MIN6 cells proliferation, ATPlite luminescence, 48 h; cells starved in 0.2% serum; 100% = growth in 10% serum | hit rate 0.29% among 330,000 | AID 2380, 2010;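 active = compounds whose signal lies at least 3.5 SD above the mean of all wells on their plate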;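 also: 0% = DMSO-treated cells in low-serum medium and 100% = 10% serum control; some compounds called inactive have numbers as strong as hits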
* = called active by the depositor.

SMILES	A3A deaminase	MPTP block	hIAP act	ATG4B inh	APOBEC3G inh	hIAP block	mIAP inh	mIAP act	beta cell repl
N/C(=N\OC(=O)C1CCCCC1)c1cccc([N+](=O)[O-])c1	1	-1.3	0.9	10	4	10	7	0.93	-2
CCOc1ccccc1C1CC(=O)NC2=C1C(=O)CCC2 (centres undefined)	1	0.3	0.97	7	-5	3	-3	1	3
COC(=O)CSc1nnc(CNC(=O)Cc2ccccc2)n1-c1ccccc1OC	-2	-1.4	0.91	-17	-7	9	9	0.91	1
FC(F)(F)c1ccccc1CNCc1ccc2c(c1)OCO2	-3	-0.2	1	-7	-9	-3	1	0.99	5
CC1(C)Cc2c(c(=S)nc(-c3ccccc3)n2CCO)CO1	-4	-0.6	0.71	2	-4	29	4	0.96	-1
Cc1ccc(NC(=O)C2CCCN(S(=O)(=O)c3c(C)noc3/C=C/N(C)C)C2)c(C)c1 (centres undefined)	-6	-1.8	1	1	-5	-4	3	0.97	-4
O=S(=O)(NCc1ccco1)c1ccc(S(=O)(=O)N2CCCC2)cc1	2	-0.1	1	-10	-2	0	8	0.92	3
COc1ccc2cc(-c3ccn[nH]3)ccc2c1	-4	0.0	1	-6	-9	0	-5	1	-3
CCOC(=O)c1c(C)[nH]c(C=C2C(=O)CCCC2=O)c1O	0	-1.5	0.78	-2	-2	22	-4	1	0
CC(C)[C@@H](C(=O)N1CCCC1)N1C(=O)N2CCc3c([nH]c4ccccc34)[C@@]2(C)C1=O	-3	0.3	1.1	3	0	-8	-14	1.1	-1
COc1ccccc1C(=O)NCCC(=O)NCC(c1ccccc1)N(C)C (centres undefined)	2	-0.2	1	6	7	0	-14	1.1	-4
CCOc1cc2[nH]c(=S)n(CCCN3CCOCC3)c(=O)c2cc1OCC	0	0.4	1.3	-7	-1	-33	5	0.95	-2
CN1N=C(c2ccc(Cl)cc2)CC(c2ccc(Cl)cc2)C1=O (centres undefined)	-2	4.2	1.2	9	-3	-18	3	0.97	-3
COc1cc(C(=O)N2C(=O)c3cccc(N)c3C2=O)cc(OC)c1OC	-4	-3.5	1	2	-4	-4	-1	1	-2
CC(C)=CCCC(C)CN1CCC(n2nccc2NC(=O)c2ccccc2)CC1 (centres undefined)	-2	-1.1	1.1	2	-5	-7	-12	1.1	-4
Cc1nonc1NC(=O)CSc1nc2ccccc2o1	-1	0.3	0.95	-22	-6	5	5	0.95	0
CCC(C)N(CCNC(=O)CC1Oc2ccccc2NC1=O)C1CCCCC1 (centres undefined)	-1	0.0	0.96	-8	-1	4	-2	1	4
O=C(NCc1ccco1)C1CCCN(c2ncnc3c2nc2n3CCCCC2)C1 (centres undefined)	-5	0.0	1.1	-3	-7	-11	8	0.92	4
CCc1ccccc1NC(=O)CC(=O)Nc1ccccc1CC	-3	1.2	0.97	-7	-5	3	-10	1.1	-3
Cc1ccc(F)cc1NC(=O)c1cccc2nccnc12	9	-0.1	0.91	-3	-6	9	7	0.93	-2
COCCNC(=S)N/N=C1\CC(C)CC(C)(C)C1 (centres undefined)	-7	0.3	1.4	-3	-5	-35	-12	1.1	-1
O=C(NN(c1ccccc1)c1ccccc1)c1ccccc1F	-3	0.4	0.84	2	-14	16	-2	1	-1
COc1ccc(-c2csc3ncn(-c4ccccc4OC)c(=O)c23)cc1OC	2	1.0	0.91	-1	-2	10	0	1	1
Cn1nc(C(=O)NCc2ccco2)c2ccccc2c1=O	4	-1.0	0.98	3	6	2	8	0.93	0
Clc1ccc(-c2noc(/C=C/c3ccccc3)n2)cc1	-4	-1.6	1.1	-2	-6	-14	2	0.98	-3
Other results follow:
SMILES	A3A deaminase	MPTP block	hIAP act	ATG4B inh	APOBEC3G inh	hIAP block	mIAP inh	mIAP act	beta cell repl
CCn1cc(C(=O)NCCN(CC(C)C)CC(C)C)c(=O)c2cc(S(=O)(=O)N3CCOCC3)ccc21	-4	-0.7	1.3	4	-8	-26	11	0.89	-1
Cc1ccc(CC(=O)Nc2nccs2)cc1C	-6	0.7	1.1	4	-6	-10	4	0.96	-2
COc1cc(CO)cc(Br)c1OCc1cccnc1	2	0.6	1	-10	0	0	-1	1	2
C/C(=C\C(=O)c1ccc(Cl)cc1)Nc1ccc(Br)cc1	0	-0.3	0.74	-4	1	26	8	0.92	0
Cc1cc(C(=O)Nc2ccc3[nH]ccc3c2)no1	-1	0.7	0.94	-6	-8	6	-2	1	-1
O=C(CSc1ncn[nH]1)NN(c1ccccc1)c1ccccc1	-4	0.9	0.92	-11	-5	8	6	0.94	3
CCOc1ccc(C(C)=O)cc1COC(=O)CNC(=O)C12CC3CC(CC(C3)C1)C2	-1	-2.0	0.95	-1	-4	5	2	0.98	2
Cc1ccc(O)c(C2=NOC(O)(C(F)(F)F)C2)c1 (centres undefined)	-3	1.0	0.75	13	-4	25	4	0.96	0
O=C(CCNC(=O)c1ccc(Br)cc1)Nc1cccc(S(=O)(=O)N2CCCCC2)c1	1	1.9	1	-3	-9	-3	-6	1.1	-3
Clc1ccc(-c2csc3ncnc(Cl)c23)cc1	0	2.5	0.79	4	-3	21	15	0.85	-5
Cc1ccccc1NC(=O)CSc1nnc(-c2ccccn2)o1	3	-0.9	1.5	3	-3	-53	-8	1.1	1
FC(F)(F)c1nnc2ccc(N3CCCC3)nn12	-1	-1.1	1.1	-6	-9	-10	3	0.97	-2
Cc1ccccc1NC(=O)C1CC(=O)n2ncnc2N1 (centres undefined)	-4	1.9	0.86	5	-8	14	-3	1	6
CC(=O)N1CCN(c2nc3cc4c(cc3nc2NS(=O)(=O)c2ccccc2)OCCO4)CC1	-2	-0.3	0.91	-13	-2	9	0	1	0
CCOC(=O)N1CCC(NC(=O)CC2C(=O)NCCN2Cc2ccc(C)cc2)CC1 (centres undefined)	-4	-1.5	0.97	-7	-8	3	0	1	0
Cc1c(OCC(=O)NCc2ccncc2)ccc2c3c(c(=O)oc12)CCC3	-7	0.0	1.1	-8	-7	-10	-1	1	-3
CCOC(=O)CSc1ccc2nnc(-c3ccncc3)n2n1	-3	0.8	1	1	-7	-2	7	0.93	1
O=C(O)c1cc(-c2ccccc2)n(-c2ccc(Cl)cc2Cl)n1	-4	-1.3	1.1	0	-5	-7	4	0.96	-2
Cc1ccc(OC2=NS(=O)(=O)c3ccccc32)cc1	0	0.2	1	0	-4	-1	-13	1.1	-2
COc1cc(C)c(C(=O)Oc2cc(C)c(C(=O)O)c(O)c2)c(O)c1	5	4.5	0.86	-5	-2	14	7	0.93	-4
C=CCC1(C(=O)NCCO)CCN(C(=O)OC(C)(C)C)CC1	-2	0.3	1.1	7	0	-14	-4	1	-4
O=C(Nc1nc2c(Cl)cccc2s1)c1ccc([N+](=O)[O-])o1	18	44	1	-12	-9	-1	5	0.95	-6
CC(NC(=O)c1cc(-c2ccncc2)nc2ccc(Cl)cc12)C1CCCO1 (centres undefined)	-1	0.7	0.75	-2	-10	25	0	1	0
NC(=O)CC(NC(=O)c1cccc(Br)c1)c1ccc(NC2CCCCCCC2)c([N+](=O)[O-])c1 (centres undefined)	0	-1.3	0.97	-7	5	2	8	0.92	-7
O=C(CC1SC(=O)N(Cc2ccccc2)C1=O)Nc1nccs1 (centres undefined)	4	-1.1	1.2	-1	0	-19	16	0.84	-2

The last 4 compounds of the part above open the next one.
SMILES	A3A deaminase	MPTP block	hIAP act	ATG4B inh	APOBEC3G inh	hIAP block	mIAP inh	mIAP act	beta cell repl
O=C(Nc1nc2c(Cl)cccc2s1)c1ccc([N+](=O)[O-])o1	18	44	1	-12	-9	-1	5	0.95	-6
CC(NC(=O)c1cc(-c2ccncc2)nc2ccc(Cl)cc12)C1CCCO1 (centres undefined)	-1	0.7	0.75	-2	-10	25	0	1	0
NC(=O)CC(NC(=O)c1cccc(Br)c1)c1ccc(NC2CCCCCCC2)c([N+](=O)[O-])c1 (centres undefined)	0	-1.3	0.97	-7	5	2	8	0.92	-7
O=C(CC1SC(=O)N(Cc2ccccc2)C1=O)Nc1nccs1 (centres undefined)	4	-1.1	1.2	-1	0	-19	16	0.84	-2
CCOC(=O)CN1C(=O)C(O)(CC(=O)c2ccc3c(c2)CCCC3)c2ccccc21 (centres undefined)	1	-1.5	1.1	-10	-3	-12	11	0.89	-2
O=C(COC(=O)CC1Sc2ccccc2NC1=O)NCc1ccccc1 (centres undefined)	3	0.9	1	11	3	0	-8	1.1	-5
O=C(Nc1c2c(nc3ccccc13)CCCC2)c1ccccc1F	1	-0.3	0.99	15	-5	1	1	0.99	0
COc1ccccc1OCCC(=O)O	-9	1.1	1.1	-11	-4	-7	-8	1.1	1
C[C@H](NC(=O)c1[nH]cnc1C(=O)Nc1nccs1)c1ccccc1	0	0.4	2.5*	-5	-7	-151	5	0.95	-4
CCOC(=O)C1CCCN(S(=O)(=O)c2ccc(NC(C)=O)cc2)C1 (centres undefined)	1	1.4	0.91	-10	-8	9	-2	1	-3
CCOC(=O)/C(C#N)=C/c1ccc(OCC(=O)Nc2ccc(C)c(C)c2)c(OC)c1	-1	-0.8	1.1	5	-5	-5	-1	1	0
CCc1ccc(NC(=O)CCNS(=O)(=O)c2cccs2)cc1	-2	0.7	1.1	4	-10	-14	7	0.93	0
CC(=O)Cn1cnc2c(cnn2-c2ccc(C)c(C)c2)c1=O	-4	-0.9	1	-2	-10	-2	-4	1	-2
Cc1cc(C)nc(NC(=O)c2cnc3sccn3c2=O)n1	2	-2.1	0.94	-3	1	6	3	0.97	-3
O=C(c1ccco1)N1CCc2ccccc21	-5	-3.1	1	-4	-14	0	-3	1	0
O=C(NN1C(=O)C2C3c4ccccc4C(c4ccccc43)C2C1=O)c1ccc(Cl)cc1 (centres undefined)	-3	2.2	1	-10	-8	-2	1	0.99	-2
CS(=O)(=O)c1cccc(S(=O)(=O)N2CCCCCC2)c1	-4	1.0	0.77	-1	-7	23	1	0.99	4
CCCC(C)NNC(=O)c1cc2ccccc2[nH]1 (centres undefined)	-1	-0.8	0.98	6	-5	2	1	0.99	-2
CCC1CN(C(=O)NCc2ccccc2)c2cc(C)ccc2O1 (centres undefined)	-4	0.8	0.91	12	-5	9	0	1	-4
CCC1CCCCN1C(=O)CCCc1ccccc1 (centres undefined)	-6	-0.1	1.1	0	-1	-10	3	0.97	-3
COc1cccc(C(=O)Cn2c(Br)nc3c2c(=O)n(C)c(=O)n3C)c1	3	9.5	1.1	-2	-1	-5	1	0.99	1
Cc1ccc2c(c1)c(CC(=O)Nc1ccc(C)c(F)c1)c(C(=O)O)n2C	-2	7.4	0.95	10	-6	5	12	0.88	-3
Cc1ccc(CN2CCN(Cc3ccc(O)cc3)CC2CCO)o1 (centres undefined)	4	-3.3	0.94	4	-5	6	-9	1.1	3
